# DDE Tn6 FP inh – DD(E)-Tn6 binding inhibition, primary FP screen; P02675; Fibrin DD(E) TRITC-Tn6 fluorescence polarization displacement; inhibition, % at 8.3 µM; 0.21% of 370,000 active; AID 720509;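 active = inhibition above a per-campaign cutoff: mean of compounds within control limits plus 3 SD, cut at about 15% in these data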;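 note: 0% = median of all compound wells on the plate and 100% = blocking peptide control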
# Tn7 DDE FP – disrupts Tn7 cyclic peptide binding to fibrin D-Dimer-E complex | P02675 | inhibition, % at 8.3 µM | FP displacement of FITC-Tn7 peptide from fibrin DD(E); 0% = median of compound wells per plate | 0.13% of 370,000 active | AID 720508;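 active = inhibition above the mean of compounds falling within the control limits plus 3 SD of them, cut at about 14% in these data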;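 note: 0% = plate median of compound wells and 100% = 10 µM Aha-Tn7 peptide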
#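 assay system = human clot-derived fibrin DD(E) complex | quantity = Fibrin-DD(E) at 2 µM final | timing = 10 min preincubation, 3 h with tracer, room temperature | signal = fluorescence polarization | measure = percent inhibition | benchmarks = high control wells with 10 µM unlabelled Aha-Tn7 peptide (full inhibition) | replicates = singlicate testing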
# KLK7 zymogen act – proKLK7 (human) activation, primary screen | purified proKLK7, EDANS-DABCYL substrate fluorescence; 100% is mature enzyme control, 0% vehicle | activation, % at 7 µM | 0.9% of 370,000 active | AID 652039;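 active = activation above the mean of all tested compounds plus 3 SD, computed per campaign excluding outliers beyond control limits, cut at about 13% in these data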
# UHRF1 binding – UHRF1 methyl-DNA binding inhibition; Q96T88; UHRF1 binding to methylated oligo, TR-FRET; inhibition, % at 4.4 µM; 0.75% of 370,000 active; AID 687016; in the data active = inhibition above about 21%;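 note: UHRF1 SRA domain binding a hemimethylated CpG hairpin DNA probe; 0% = median of test compound wells and 100% = reference inhibitor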
# PLCg1 inh – PLC-gamma1 (human) inhibition, primary screen. P19174. purified PLC-gamma1, fluorogenic substrate, fluorescence. inhibition, % at 12.2 µM. 0.84% of 370,000 active; in the data active = inhibition above about 9.5%
# Target sequence (P19174 whole entry, looked up): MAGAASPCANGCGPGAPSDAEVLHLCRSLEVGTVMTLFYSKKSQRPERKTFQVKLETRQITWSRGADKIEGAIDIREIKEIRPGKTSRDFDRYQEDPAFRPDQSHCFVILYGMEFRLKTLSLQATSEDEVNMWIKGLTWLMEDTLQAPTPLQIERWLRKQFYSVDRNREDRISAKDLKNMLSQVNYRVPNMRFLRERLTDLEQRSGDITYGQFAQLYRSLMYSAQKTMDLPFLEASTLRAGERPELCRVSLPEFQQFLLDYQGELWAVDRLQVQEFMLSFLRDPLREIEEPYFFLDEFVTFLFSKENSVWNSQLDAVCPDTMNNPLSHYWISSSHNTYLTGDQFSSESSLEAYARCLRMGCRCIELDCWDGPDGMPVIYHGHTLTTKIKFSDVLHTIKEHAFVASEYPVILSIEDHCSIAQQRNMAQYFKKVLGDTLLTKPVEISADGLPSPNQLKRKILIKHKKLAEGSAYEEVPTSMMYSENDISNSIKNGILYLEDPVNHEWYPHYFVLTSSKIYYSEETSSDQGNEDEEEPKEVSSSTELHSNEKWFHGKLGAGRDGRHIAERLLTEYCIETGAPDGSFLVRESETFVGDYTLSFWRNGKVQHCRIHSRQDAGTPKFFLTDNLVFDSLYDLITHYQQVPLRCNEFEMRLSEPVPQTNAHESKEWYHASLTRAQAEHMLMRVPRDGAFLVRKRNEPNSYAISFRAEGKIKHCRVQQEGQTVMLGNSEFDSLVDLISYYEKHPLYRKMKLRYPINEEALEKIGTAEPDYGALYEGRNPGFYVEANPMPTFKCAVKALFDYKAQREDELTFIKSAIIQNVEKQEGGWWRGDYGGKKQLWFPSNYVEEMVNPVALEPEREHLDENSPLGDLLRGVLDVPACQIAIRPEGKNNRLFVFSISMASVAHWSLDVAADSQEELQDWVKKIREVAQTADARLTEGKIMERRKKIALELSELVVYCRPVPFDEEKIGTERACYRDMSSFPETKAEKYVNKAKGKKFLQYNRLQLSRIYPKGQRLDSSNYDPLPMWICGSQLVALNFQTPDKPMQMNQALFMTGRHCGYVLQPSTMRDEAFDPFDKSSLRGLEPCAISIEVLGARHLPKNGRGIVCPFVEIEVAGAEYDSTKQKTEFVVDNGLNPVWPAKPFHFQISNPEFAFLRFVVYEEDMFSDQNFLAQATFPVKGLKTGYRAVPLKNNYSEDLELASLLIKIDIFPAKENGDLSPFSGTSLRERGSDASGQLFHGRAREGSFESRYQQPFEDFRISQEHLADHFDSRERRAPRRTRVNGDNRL
# MBD2 inh – inhibitors of human MBD2 binding to methylated oligonucleotide | Q9UBB5 | TR-FRET | inhibition, % at 4.4 µM | 0.31% of 370,000 active; in the data active = inhibition above about 13%
# ARFGAP1 inh – inhibits rat ARF GTPase activating protein 1 | Q62848 | Arfgap1-stimulated ARF1 GTP hydrolysis, GDP FP detection | inhibition, % at 16.5 µM | 0.26% of 360,000 active | AID 651572;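 active = inhibition above a per-plate limit, mean inhibition of low control wells plus 3 SD, cut at about 25% in these data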;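 note: 0% = DMSO wells with enzyme and 100% = wells lacking Arfgap1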
#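 Material: rat Arfgap1 GAP domain (His6, aa 1-136), purified enzyme. Also added: human ARF1(Δ1-17)-GTP substrate. Compound dosing: 16.5 µM single point, 1.26% DMSO. Timing: enzyme reaction 120 min at 25 °C after 20 min preincubation. Signal: GDP detection by fluorescence polarization. Read-out basis: percent inhibition of GAP-stimulated GDP formation, scaled between DMSO and no-Arfgap1 medians.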
# ADAM17 inh – ADAM17 inhibition, QFRET primary screen | recombinant ADAM17, EDANS/DABCYL FRET peptide cleavage | inhibition, % at 6.95 µM | 0.83% of 370,000 active;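 active = inhibition above the mean of compounds lying between control limits plus 3 SD, set per campaign, cut at about 8.5% in these data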;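 note: 0% = DMSO-only wells as the low control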
# ASAP1 inh – ASAP1 ArfGAP inhibition; Q9ULH1; ASAP1-stimulated ARF1 GTP hydrolysis, GDP FP detection; inhibition, % at 16.5 µM; 0.19% of 360,000 active; AID 624377; in the data active = inhibition above about 25%;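 note: 0% = vehicle with enzyme and substrate and 100% = no enzyme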
# PLC-beta3 inh – PLC-beta3 (human) inhibition, primary screen. Q01970. Purified PLC-beta3, fluorogenic substrate, fluorescence. inhibition, % at 12.2 µM. 0.18% of 370,000 active; in the data active = inhibition above about 11%;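 note: 0% = median of compound wells on plate and 100% = full blocker control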
# Active calls of the source: *; i = inactive; nt = no result given. Not a hit list. About 4.1% of those tested had a hit in this group.
1. O=C(NCCc1ccccn1)c1ccc(OC2CCN(CCc3ccccc3)CC2)cc1
2. COc1ccc(NS(=O)(=O)c2ccc(NC(=O)c3ccc(Br)cc3)cc2)nn1
3. CCOC(=O)/C(=C/c1ccco1)NC(=O)c1ccc(Br)o1
4. CNC(=S)N(CCc1c(C)[nH]c2ccc(F)cc12)Cc1cccnc1
5. COC(=O)c1ccccc1NC(=O)CN(c1ccc(C)cc1)S(C)(=O)=O

assay / entry | 1 | 2 | 3 | 4 | 5
DDE Tn6 FP inh | 1 | -6 | 5 | -11 | -4
Tn7 DDE FP | -6 | 3 | 1 | 1 | -2
KLK7 zymogen act | 0.0 | -0.8 | 0.6 | 0.4 | 0.0
UHRF1 binding | 1 | 1 | -5 | 1 | 6
PLCg1 inh | 0 | 0 | -9 | -2 | 3
MBD2 inh | 3 | 5 | -2 | 0 | 1
ARFGAP1 inh | 5 | 4 | -2 | 7 | -1
ADAM17 inh | -4 | -4 | 1 | -5 | 2
ASAP1 inh | -8 | 4 | 9 | 12 | 0
PLC-beta3 inh | -2 | -8 | -10 | -9 | 1

6. Cc1cc(NS(=O)(=O)c2ccc(NC(=O)CCc3ccccc3)cc2)no1
7. CCCCn1c(N)c(N(CC(C)C)C(=O)CC2CCCC2)c(=O)[nH]c1=O
8. O=C(NCCC(=O)N1O[C@@H]2C=C[C@H]1C2)OCC1c2ccccc2-c2ccccc21
9. O=C1CSC(=Nc2cccc([N+](=O)[O-])c2)N1
10. Cc1cccc(NC(c2ccc(O)cc2)c2ccc3ccc(C)nc3c2O)n1 (configuration not stated)

assay / entry | 6 | 7 | 8 | 9 | 10
DDE Tn6 FP inh | 2 | 4 | -3 | 3 | -2
Tn7 DDE FP | 0 | 1 | 5 | -4 | 3
KLK7 zymogen act | 0.0 | -0.1 | 0.0 | -0.2 | 0.0
UHRF1 binding | 0 | 1 | -2 | 0 | -1
PLCg1 inh | 4 | 1 | -3 | -1 | -5
MBD2 inh | 0 | 0 | -4 | 6 | -4
ARFGAP1 inh | 8 | 3 | 9 | 12 | -1
ADAM17 inh | 1 | 2 | -2 | -5 | 3
ASAP1 inh | 18 | -7 | 9 | -4 | 10
PLC-beta3 inh | 4 | 2 | -1 | -2 | 0

11. O=C(CNS(=O)(=O)c1ccccc1)NCC(=O)OCc1ccc(C(=O)c2ccccc2)cc1
12. CC(=O)OC12CCCN(C1)/C(=C/c1cccc(Cl)c1)C2 (configuration not stated)
13. COc1ccc(-n2ncc3c2CC(C)(C)CC3NC(=O)c2cn[nH]c2)cc1 (configuration not stated)
14. CCCOC(=O)c1sc2nc3c(cc2c1N)C(=O)CCC3
15. Cc1cc2ncn(C(=O)c3c(-c4c(Cl)cccc4Cl)noc3C)c2cc1C

assay / entry | 11 | 12 | 13 | 14 | 15
DDE Tn6 FP inh | -1 | -7 | -1 | 6 | -2
Tn7 DDE FP | 5 | 7 | -10 | 3 | -1
KLK7 zymogen act | 0.2 | -0.4 | -0.6 | -0.1 | -0.5
UHRF1 binding | -1 | 0 | 1 | 2 | 15
PLCg1 inh | 1 | 4 | 1 | 2 | 0
MBD2 inh | -1 | -2 | -4 | 2 | 0
ARFGAP1 inh | -8 | nt | 0 | 3 | -7
ADAM17 inh | -1 | -6 | 0 | 0 | -4
ASAP1 inh | 9 | nt | 1 | -12 | -15
PLC-beta3 inh | 3 | 1 | -5 | 4 | 3

16. CC(C)C(=O)N1CCCC1(C)C(=O)NCc1ccc(Cl)cc1 (configuration not stated)
17. CCOc1ccccc1/C=C(/NC(=O)c1ccccc1)C(=O)N1CCCCC1
18. C=CCNC(=O)c1scc2c1CCCC2
19. Cc1c(Cc2ccccc2)c(=O)oc2c(C)c(OCC(=O)N3CCC(C(=O)O)CC3)ccc12
20. CC(C)(C)Nc1c(C2CCNCC2)nc2c(OCc3ccccc3)cccn12

assay / entry | 16 | 17 | 18 | 19 | 20
DDE Tn6 FP inh | 2 | -4 | 11 | 0 | -3
Tn7 DDE FP | 1 | -7 | 0 | 6 | -3
KLK7 zymogen act | -0.8 | 0.6 | -0.1 | 1.3 | 0.4
UHRF1 binding | 1 | 0 | -1 | 1 | 4
PLCg1 inh | 0 | 3 | 0 | -67 | -1
MBD2 inh | 5 | -4 | -6 | 4 | 0
ARFGAP1 inh | -3 | -4 | -2 | 3 | -16
ADAM17 inh | -1 | 1 | -3 | -380 | -7
ASAP1 inh | -12 | 6 | 1 | -4 | -1
PLC-beta3 inh | 1 | -1 | -1 | -92 | -1

21. CCCC1N2CC3([N+](=O)[O-])CN1CC([N+](=O)[O-])(C2)C3(C)C (configuration not stated)
22. O=C(CNC(=O)c1ccc(Cl)cc1)NC(CO)c1ccccc1 (configuration not stated)
23. O=c1oc2c(CN3CCOCC3)c(O)ccc2c2c1CCC2
24. N#Cc1ccccc1-c1ccccc1C(=O)N1CCCCC1
25. COC(=O)[C@]12CCCCC=C1N(Cc1ccc3c(c1)OCO3)C(=O)[C@H](CC(=O)N1CCSCC1)C2

assay / entry | 21 | 22 | 23 | 24 | 25
DDE Tn6 FP inh | 7 | 0 | 8 | -5 | -2
Tn7 DDE FP | -2 | -2 | 8 | 4 | -3
KLK7 zymogen act | 0.1 | -0.2 | 70* | -0.2 | 0.2
UHRF1 binding | 2 | 3 | -1 | 0 | 1
PLCg1 inh | -2 | 5 | i | 1 | -2
MBD2 inh | 4 | 0 | -9 | 4 | 0
ARFGAP1 inh | -7 | -11 | 6 | -16 | 1
ADAM17 inh | 0 | 0 | i | -4 | -6
ASAP1 inh | -1 | 8 | 12 | -15 | 10
PLC-beta3 inh | 1 | 4 | i | -3 | 0

# Entries above shown as hits in KLK7 zymogen act:
23. O=c1oc2c(CN3CCOCC3)c(O)ccc2c2c1CCC2

assay / entry | 23
DDE Tn6 FP inh | 8
Tn7 DDE FP | 8
KLK7 zymogen act | 70*
UHRF1 binding | -1
PLCg1 inh | i
MBD2 inh | -9
ARFGAP1 inh | 6
ADAM17 inh | i
ASAP1 inh | 12
PLC-beta3 inh | i

# Continuation:
26. CC(=O)Nc1ccc(S(=O)(=O)NC(C)c2nc(-c3ccccc3)no2)cc1 (configuration not stated)
27. COc1ccc2c(c1OC)C(=O)N(c1ccc(C)cc1)C2=O
28. COC(=O)Cn1c(=O)c(=O)n(CC(=O)OC)c2ccccc21
29. O=S(=O)(c1ccccc1)N1CCN(c2ccccc2)CC1
30. Cc1ccc(NC(=O)[C@@H](CC(C)C)NC(=O)[C@@H]2Cc3ccccc3CN2)cc1

assay / entry | 26 | 27 | 28 | 29 | 30
DDE Tn6 FP inh | 7 | 5 | -3 | -9 | -5
Tn7 DDE FP | -2 | -6 | 2 | -11 | -3
KLK7 zymogen act | 0.2 | -0.1 | 2.1 | 0.3 | 0.4
UHRF1 binding | 2 | 1 | 4 | 0 | 4
PLCg1 inh | 3 | 5 | -49 | 0 | -3
MBD2 inh | 1 | -1 | 7 | 0 | -1
ARFGAP1 inh | -26 | 9 | -1 | 10 | 16
ADAM17 inh | -3 | -1 | -21 | 0 | 3
ASAP1 inh | -1 | 13 | 8 | 3 | -6
PLC-beta3 inh | -6 | 3 | -62 | -3 | -7

# One compound at a time (already shown). Screens in order: DDE Tn6 FP inh | Tn7 DDE FP | KLK7 zymogen act | UHRF1 binding | PLCg1 inh | MBD2 inh | ARFGAP1 inh | ADAM17 inh | ASAP1 inh | PLC-beta3 inh
# O=C1CSC(=Nc2cccc([N+](=O)[O-])c2)N1 is listed as 3 | -4 | -0.2 | 0 | -1 | 6 | 12 | -5 | -4 | -2
# Cc1c(Cc2ccccc2)c(=O)oc2c(C)c(OCC(=O)N3CCC(C(=O)O)CC3)ccc12 is listed as 0 | 6 | 1.3 | 1 | -67 | 4 | 3 | -380 | -4 | -92

# Further records
31. Cc1cc(C)cc([C@H]2C[C@]34CN(Cc5ccccc5)S(=O)(=O)[C@H]3C[C@H]2O4)c1
32. COc1cc(OC)cc(C(=O)Nc2ccc3c(c2)OCCO3)c1
33. O=C(Nc1ccc(Cl)c(C(F)(F)F)c1)C1CCCN(S(=O)(=O)c2cnc[nH]2)C1 (configuration not stated)
34. Cc1cccc(C(=O)NN(C)c2nc(-c3ccccc3)nnc2C(F)(F)F)c1
35. CCC(CO)Oc1cc(NCc2ccccc2Cl)c2ncn(C(C)C)c2c1 (configuration not stated)

assay / entry | 31 | 32 | 33 | 34 | 35
DDE Tn6 FP inh | 5 | -3 | 1 | -6 | -6
Tn7 DDE FP | -1 | -1 | 1 | 1 | -3
KLK7 zymogen act | 0.3 | 0.0 | 0.0 | -0.7 | -0.2
UHRF1 binding | 0 | 0 | -2 | 1 | -3
PLCg1 inh | 2 | 9 | -2 | -2 | -19
MBD2 inh | -3 | -2 | 1 | -1 | -3
ARFGAP1 inh | -2 | 0 | 20 | 7 | 9
ADAM17 inh | 1 | 3 | 2 | 2 | -4
ASAP1 inh | 7 | -7 | 1 | 1 | 11
PLC-beta3 inh | -1 | 1 | -2 | 0 | -30

36. Cc1cc(CNC(=O)c2cccc([N+](=O)[O-])c2C)c2ccccc2n1
37. C#CCNC(=O)c1ccc2sc([C@H]3C[C@H](O)[C@@H](CO)O3)nc2c1
38. O=S1(=O)c2ccc(Br)cc2OC[C@@H](c2ccccc2)N1Cc1cn(CCC2OCCO2)nn1
39. CN(CCN1CCc2ccccc2C1)Cc1nc(Cc2ccccc2F)no1
40. CCOC(=O)c1sc2nc(C)nc(Nc3ccc(OC)cc3)c2c1C

assay / entry | 36 | 37 | 38 | 39 | 40
DDE Tn6 FP inh | -2 | -9 | -6 | -11 | 6
Tn7 DDE FP | 3 | -1 | -1 | -5 | -5
KLK7 zymogen act | 0.5 | -0.6 | 0.2 | -0.1 | 0.2
UHRF1 binding | 0 | 0 | 0 | -1 | 1
PLCg1 inh | 1 | -1 | 1 | -1 | 2
MBD2 inh | -4 | 4 | -1 | -2 | 1
ARFGAP1 inh | -7 | -3 | nt | 11 | 2
ADAM17 inh | -6 | -7 | -4 | -2 | -5
ASAP1 inh | 5 | -5 | nt | -9 | 14
PLC-beta3 inh | -6 | 2 | -1 | -3 | -9

# From no. 38 to 40, as listed above:
38. O=S1(=O)c2ccc(Br)cc2OC[C@@H](c2ccccc2)N1Cc1cn(CCC2OCCO2)nn1
39. CN(CCN1CCc2ccccc2C1)Cc1nc(Cc2ccccc2F)no1
40. CCOC(=O)c1sc2nc(C)nc(Nc3ccc(OC)cc3)c2c1C

assay / entry | 38 | 39 | 40
DDE Tn6 FP inh | -6 | -11 | 6
Tn7 DDE FP | -1 | -5 | -5
KLK7 zymogen act | 0.2 | -0.1 | 0.2
UHRF1 binding | 0 | -1 | 1
PLCg1 inh | 1 | -1 | 2
MBD2 inh | -1 | -2 | 1
ARFGAP1 inh | nt | 11 | 2
ADAM17 inh | -4 | -2 | -5
ASAP1 inh | nt | -9 | 14
PLC-beta3 inh | -1 | -3 | -9

# Screens from PubChem BioAssay.
